Screens from PubChem.
Vif-APOBEC3F blk – qHTS for Inhibitors of Vif-A3F Interactions: qHTS. hit rate 0.2% among 390,000. HeLa A3F-eYFP + Vif (tagged APOBEC3F with the HIV-1 protein that degrades it), YFP fluorescence increase. Potency, µM (series often up to 46.1 µM), for inactives: at the top dose activity, negative = active. AID 602313, 2012; also: potency is read from the fitted curve at half-maximal effect; % of control where 0% means no effect; nearly all actives have a fitted effect of over 65% in size
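HeLa cells stably expressing A3F-eYFP plus Vif, plated and incubated overnight at 37 deg C, then exposed to compounds overnight at 37 deg C. Blocked degradation read as raised yellow fluorescence (Ex 488/Em 500-530).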
D2 ag – HTS Assay for Allosteric Agonists of the Human D2 Dopamine Receptor: Primary Screen for Agonists | D(2) dopamine receptor (Homo sapiens), P14416 | HEK293 T-REx D2 cells, calcium flux agonist mode | activation, % at 2 µM | hit rate 0.53% among 340,000 | AID 485358, 2010;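 active = activation over 3 SD above normal in the single-dose calcium agonist read, cut at about 30% in these data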; also: 0% is about no effect
Target sequence (P14416 whole entry, looked up): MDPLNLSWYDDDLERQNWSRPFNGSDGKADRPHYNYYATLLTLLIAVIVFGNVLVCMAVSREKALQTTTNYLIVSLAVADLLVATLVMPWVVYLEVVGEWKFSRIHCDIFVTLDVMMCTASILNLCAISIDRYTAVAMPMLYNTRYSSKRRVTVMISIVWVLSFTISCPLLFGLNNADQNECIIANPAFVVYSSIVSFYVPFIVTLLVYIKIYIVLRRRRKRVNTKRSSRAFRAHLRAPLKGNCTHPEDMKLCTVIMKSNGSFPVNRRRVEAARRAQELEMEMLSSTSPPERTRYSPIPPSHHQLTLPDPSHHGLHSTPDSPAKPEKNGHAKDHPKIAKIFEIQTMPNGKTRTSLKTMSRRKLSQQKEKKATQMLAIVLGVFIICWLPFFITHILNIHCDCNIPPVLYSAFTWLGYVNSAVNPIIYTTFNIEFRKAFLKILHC
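Calcium-flux readout, 1 cycle/sec over 180 s following compound pin transfer, in inducible HEK293 Trex D2 cells (force-coupled); dopamine controls included. Positive calcium responses during this window marked compounds as potential agonists.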
RGS4 inhibitor – Inhibitors of Regulator of G Protein Signaling (RGS) 4: qHTS. Transcreener GDP fluorescence polarization, RGS4-accelerated GTP hydrolysis. Potency, µM (series often up to 114 µM), for the others: at the top dose activity change, negative = inhibition, most hits filed as inhibitors. AID 504845, 2011. hit rate 0.039% among 390,000. Regulator of G-protein signaling 4 (Homo sapiens), P49798; also: potency is read from the fitted curve at half-maximal effect; % is scaled to controls: 0 for no effect and ±100 for the full control effect; nearly all actives have a fitted effect of over 75% in size; some results filed as inactive show a strong effect at the top dose
Target sequence (P49798 whole entry, looked up): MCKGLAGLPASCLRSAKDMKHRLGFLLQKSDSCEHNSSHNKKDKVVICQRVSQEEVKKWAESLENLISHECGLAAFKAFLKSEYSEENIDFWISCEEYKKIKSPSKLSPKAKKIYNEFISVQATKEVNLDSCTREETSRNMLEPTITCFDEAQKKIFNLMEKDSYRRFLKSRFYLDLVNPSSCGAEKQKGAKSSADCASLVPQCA
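MLSMR compounds (23 nl, pin-transferred) preincubated 10 min at room temperature with a 500nM (2x) first reagent, then RGS4 at 900nM (2x) plus Transcreener GDP mix added; fluorescence polarization (620/688 nm) read before and after 90 min at 30 °C.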
Vif-A3G inh – qHTS for Inhibitors of Vif-A3G Interactions: qHTS | HeLa A3G-eYFP + Vif (tagged APOBEC3G with the HIV-1 protein that degrades it), YFP fluorescence, overnight | DNA dC->dU-editing enzyme APOBEC-3G (Homo sapiens), Q9HC16 | hit rate 0.076% among 410,000 | AID 602310, 2012 | Potency, µM (doses to about 46.1 µM), for the others: top-dose activity, negative = active, hits mostly inhibitors;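 also: potency is read from the fitted curve at half-maximal effect; % is scaled to controls: 0 for no effect and ±100 for the full control effect; nearly all actives have a fitted effect of over 60% in size; hits raise eYFP signal because A3G escapes Vif-driven loss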
Target sequence (Q9HC16 whole entry, looked up): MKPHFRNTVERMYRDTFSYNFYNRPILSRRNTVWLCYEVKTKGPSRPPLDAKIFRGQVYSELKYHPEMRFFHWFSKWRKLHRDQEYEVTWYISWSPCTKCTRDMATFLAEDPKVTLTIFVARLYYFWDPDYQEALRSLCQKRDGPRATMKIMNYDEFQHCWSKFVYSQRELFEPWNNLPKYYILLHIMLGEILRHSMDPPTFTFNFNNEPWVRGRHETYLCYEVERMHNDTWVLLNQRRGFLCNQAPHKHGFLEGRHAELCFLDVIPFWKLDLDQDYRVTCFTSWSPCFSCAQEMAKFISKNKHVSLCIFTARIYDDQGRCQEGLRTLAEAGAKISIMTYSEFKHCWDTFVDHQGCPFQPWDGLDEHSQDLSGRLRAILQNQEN
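Read-out is eYFP fluorescence (Ex 488/Em 500-530) from Vif-expressing HeLa A3G-eYFP cells; more signal means A3G escaped Vif-mediated degradation. Cells plated overnight, compound pinned in, incubated overnight at 37 deg C.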
D2 antag – HTS Assay for Allosteric Antagonists of the Human D2 Dopamine Receptor: Primary Screen for Antagonists. inhibition, % at 10 µM. HEK293 TREx D2 cells, calcium flux, dopamine EC80. D(2) dopamine receptor (Homo sapiens), P14416. AID 485344, 2010. hit rate 2% among 340,000; in the data active = inhibition above about 30%; also: 0% is about no effect
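Cells plated overnight at 30 C with tetracycline; no-wash calcium dye, 30–90 min RT; 10 s baseline; compound pinned; 180 s read; EC80 dopamine added; another 180 s read.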
Glioma ERSR ind – qHTS for Inducers of the Endoplasmic Reticulum Stress Response (ERSR) in Human Glioma: qHTS. U87-MG GRP78 promoter luciferase reporter, 16 h. Potency, µM, without a hit: top-dose activation, actives largely listed as activators. hit rate 0.02% among 420,000. AID 602332, 2012; also: potency is read from the fitted curve at half-maximal effect; series mostly up to about 76 µM; % of control where 0% means no effect; nearly all actives have a fitted effect of over 35% in size
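Stably transfected U87-MG glioma cells carrying a GRP78-based luciferase sensor; 16 h compound incubation. Luminescence end-point read 10 min after Bright-Glo addition at room temperature.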
ERG Ets-DNA blk – qHTS for Small Molecule Inhibitors of the ERG Ets/DNA interaction; Transcriptional regulator ERG (Homo sapiens), P11308; fluorescence polarization, His-ERG Ets domain / labelled DNA; Potency, µM (highest dose often 76.9 µM), for the others: at the top dose FP activity, negative = inhibition, usual class: inhibitors; hit rate 0.028% among 370,000; AID 624246, 2012; active = well fitted inhibition curve with a large enough effect in the polarisation, with a control signal flat; inconclusive = small, poorly fitted or top-dose-only effect, or effect the other way, or a change in a side signal; inactive = no such curve, though single readings can be large or run the other way; the % refers to the polarisation;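 also: polarization taken with two DNA probes labelled with fluorescein and Texas red; potency is read from the fitted curve at half-maximal effect; % of control where 0% means no effect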
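His-tagged ERG Ets domain (1 uM in the protein solution; 300mM KCl, 50mM Tris-HCl, 1mM EDTA, 1mM DTT, pH 7.5) received compound, then a probe mix of 5 nM fluorescein-DNA and 100nM Texas-615-DNA. Fluorescence polarization was read for both dyes.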
LDHA inh – qHTS assay for inhibitors of human lactate dehydrogenase | L-lactate dehydrogenase A chain (Homo sapiens), P00338 | purified LDHA, NADH/diaphorase-resazurin fluorescence; stronger effect = lower value | activity change, % (values are at about 110 or 230 µM) | hit rate 0.15% among 480,000 | AID 1347041, 2019; in the data active = activity change below about -30%; inconclusive = mostly about -25% to -30%;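 also: plate controls were DMSO wells for no effect and wells without enzyme for full effect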
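Resorufin fluorescence (ex540/em590), read at 0 and 20 min after diaphorase/resazurin addition, reports the NADH left after a 5 min room-temperature reaction of 2 nM human LDH5 with 0.06 mM NADH and 0.2 mM pyruvate.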
ALOX12 inh – Primary qHTS assay for inhibitors of human arachidonate 12S-lipoxygenase (ALOX12): Round 2. purified 12hLO, xylenol orange hydroperoxide absorbance. AID 1671190, 2021. Potency, µM (top dose mostly 108 µM), for the others: at the highest dose activity change, negative = inhibition, actives largely listed as inhibitors. Polyunsaturated fatty acid lipoxygenase ALOX12 (Homo sapiens), P18054. hit rate 1.1% among 580,000; also: potency is read from the fitted curve at half-maximal effect; % is scaled to controls: 0 for no effect and ±100 for the full control effect
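Purified human 12hLO at 150 nM in 25 mM Hepes, 0.01% Triton X-100, pH 7.0, preincubated 15 min at room temperature with compound. Reaction started with 40 uM arachidonic acid, 30 min at room temperature. Hydroperoxide measured by Fe-xylenol orange, 573/405 nm absorbance ratio.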
An asterisk follows results filed as active; ? = inconclusive; . = not tested or not shown; & = joins results of further samples; [ ] = remark or other dose. Unless noted, calls follow the shape of the dose curve; as a rule, active = well fitted curve in the direction sought with a large enough effect; inconclusive = small, poorly fitted or top-dose-only effect, or another doubt; inactive = no such curve, though single readings can be large; an effect the other way counts as inactive or inconclusive. The list is partial (hit frequency here may not be typical).

The line under a structure holds: Vif-APOBEC3F blk	D2 ag	RGS4 inhibitor	Vif-A3G inh	D2 antag	Glioma ERSR ind	ERG Ets-DNA blk	LDHA inh	ALOX12 inh
#1 COc1ccc(CNC(=O)C2CCN(C(=O)c3cnn(-c4ccccc4)c3-n3cccc3)CC2)cc1
    -3%	.	-7%	3%	.	-1%	1%	1	-19%
#2 Nc1cc(-c2ccc(Cl)cc2)nn1S(=O)(=O)c1cccc2nsnc12
    0%	0.6	6%	1%	1	-4%	-4%	-9	-3%
#3 Cc1ccc(C)c(N(C(=O)CCC(=O)Nc2cc(C)on2)C(C(=O)NC2CCCC2)c2ccco2)c1 (stereo not drawn)
    1%	-0.5	-34%[11.4 µM]	3%	-4	-6%	-4%	-4	66%[activator]
#4 CSc1ccc(C(=O)C2CCCN(C(=O)c3ccsc3)C2)cc1 (stereo not drawn)
    -10%	0.0	-7%	0%	-9	-2%	-5%	-4	-26%
#5 O=C(NN=C1CCCC1)C(=O)Nc1cccc(C(F)(F)F)c1
    4%	1.0	12%	-1%	14	3%	-9%	0	22%
#6 Cn1cc(CCCC(=O)NCc2ccc(F)cc2)c2ccccc21
    6%&-6%	-0.3&-1.4	24%&32%	-13%&-15%	-27	-3%&-3%	16%&-1%	-5&-5	-2%&0%
#7 O=C(Nc1ccccc1C(F)(F)F)c1ccc2oc(=O)c(S(=O)(=O)c3ccc(F)cc3)cc2c1
    2%	0.7	20%	-6%	.	?	0%	-7	?
#8 O=c1/c(=C\c2ccc(O)cc2)sc2n1C(c1ccccc1)C(c1ccccc1)=NN=2 (stereo not drawn)
    -27%	7.7	-36%	-19%	10	2%	14%	2	?
#9 COc1cccc(N(C(=O)c2ccco2)C(C(=O)NC2CCCC2)c2cccnc2)c1 (stereo not drawn)
    -3%	0.1	-17%	0%	17	-1%	-1%	-6	0%
#10 O=C(Nc1ccc(N2CCN(C(=O)c3ccc(Cl)cc3)CC2)cc1)c1cccs1
    -1%	0.5	1%	-9%	-11	-2%	6%	1	0%
#11 Cc1sc(NC(=O)CSc2nnc(-c3ccccc3)o2)c(C#N)c1C
    -7%	0.1	-22%	-4%	-6	0%	2%	-5	-20%
#12 Cc1ccc(S(=O)(=O)c2nc(S(C)(=O)=O)sc2NCc2ccc3c(c2)OCO3)cc1
    -3%	.	-8%	1%	.	-6%	0%	-3	-9%
#13 COC(=O)c1ccc(Nc2cc(C)nc3ncnn23)cc1
    -2%	-0.4	15%[56.9 µM]	-7%	-15	4%	-5%	-7	?
#14 O=C(/C=C/c1cccs1)N1CCCCC1
    -2%	1.7	-23%	-4%	2	1%	12%	0	-15%
#15 O=C(c1cccc(S(=O)(=O)N2CCCc3ccccc32)c1)N1CCN(c2ccccc2)CC1
    6%	.	-37%	2%	.	0%	9%	2	-23%
#16 Cc1ccc(CC2C(=O)N(c3ccc(F)cc3)C(=O)C2C)cc1 (stereo not drawn)
    1%	-0.9	10%	-4%	4	-2%	5%	-8	12%
#17 COC1C(C)=C(C)C(=O)N1Cc1ccccc1 (stereo not drawn)
    6%	0.6	-11%	-1%	6	-2%	-5%	-1	9%
#18 CCOc1cc(/C=N/O)ccc1OCc1ccc(F)cc1
    0%	2.3	?	1%	17	6%	-7%	-5	14%
#19 CC(Oc1ccc(Cl)cc1)C(=O)NNC(=S)NC(=O)c1ccco1 (stereo not drawn)
    0%	.	-17%	-3%	.	2%	-9%	-12	45µM*
#20 Cc1ccc2nc(NC(=O)c3cccs3)sc2c1
    3%	0.5	-8%	-8%	-1	-12%	9%	2	2%
#21 CCOC(=O)CCc1c(C)c(C#N)c2nc3ccccc3n2c1-n1cnc2ccccc21
    ?	0.9	7%	-1%	-9	7%	0%	-14	0%
#22 Nc1nnc(CSc2ccc(Cl)cc2)s1
    .	.	28%	1%	.	-9%	0%	-3	182%[activator]
#23 CN(C)S(=O)(=O)c1cc(NC(=O)[C@H](Cc2ccccc2)N2C(=O)c3ccccc3C2=O)ccc1Cl
    6%	.	6%	-4%	.	0%	8%	-11	-1%
#24 C=CCN(C(=O)CNC(=O)c1ccco1)C(C(=O)NC1CCCCC1)c1cccnc1 (stereo not drawn)
    5%	0.2	-4%	-2%	0	0%	-2%	-8	-14%
#25 CCCn1c2ccccc2c2cnn(CC(=O)N3CCN(C4CCCCC4)CC3)c(=O)c21
    -13%	0.1	-7%	0%	-26	-9%	-7%	-18	.
#26 CSc1nsc(SCC(=O)Nc2ccc(C(N)=O)cc2)n1
    1%	-3.1	-20%	-3%	37*	1%	3%	-3	-20%
#27 CCc1nnc(NC(=O)CSc2nc(-c3ccccc3)cc(-c3ccc(OC)cc3)c2C#N)s1
    0%	2.2	-14%	1%	16	-3%	5%	-7	-7%
#28 COc1ccc(OCC(O)CNC(=O)Nc2ccc(Cl)cc2)cc1 (stereo not drawn)
    -4%	0.2	6%	1%	-6	-7%	1%	-10	-8%
#29 CC(=O)N1CCN(c2ccc(NCc3ccco3)cc2)CC1
    6%	0.7	-13%	2%	3	0%	.	8&17	?
#30 Cn1c(SCc2ccccc2[N+](=O)[O-])nnc1-c1cccnc1
    0%	0.0	-5%	-2%	-11	1%	-3%	0	12%

5 successive entries from above, quoted:
The line under a structure holds: Vif-APOBEC3F blk	D2 ag	RGS4 inhibitor	Vif-A3G inh	D2 antag	Glioma ERSR ind	ERG Ets-DNA blk	LDHA inh	ALOX12 inh
#1 COc1ccc(CNC(=O)C2CCN(C(=O)c3cnn(-c4ccccc4)c3-n3cccc3)CC2)cc1
    -3%	.	-7%	3%	.	-1%	1%	1	-19%
#2 Nc1cc(-c2ccc(Cl)cc2)nn1S(=O)(=O)c1cccc2nsnc12
    0%	0.6	6%	1%	1	-4%	-4%	-9	-3%
#3 Cc1ccc(C)c(N(C(=O)CCC(=O)Nc2cc(C)on2)C(C(=O)NC2CCCC2)c2ccco2)c1 (stereo not drawn)
    1%	-0.5	-34%[11.4 µM]	3%	-4	-6%	-4%	-4	66%[activator]
#4 CSc1ccc(C(=O)C2CCCN(C(=O)c3ccsc3)C2)cc1 (stereo not drawn)
    -10%	0.0	-7%	0%	-9	-2%	-5%	-4	-26%
#5 O=C(NN=C1CCCC1)C(=O)Nc1cccc(C(F)(F)F)c1
    4%	1.0	12%	-1%	14	3%	-9%	0	22%

New compounds follow.
The line under a structure holds: Vif-APOBEC3F blk	D2 ag	RGS4 inhibitor	Vif-A3G inh	D2 antag	Glioma ERSR ind	ERG Ets-DNA blk	LDHA inh	ALOX12 inh
#31 CC1(C)NC(=O)N(CCCCOc2ccc3ccccc3c2Cl)C1=O
    -8%	-0.5	10%	-13%	11	11%	-3%	2	-3%
#32 COc1cc(/C=C/c2noc(-c3ccccc3O)n2)cc(OC)c1OC
    -5%	-0.1	47%	2%	16	-3%	-7%	-1	7%
#33 Cc1ccc2cc(CCNC(=O)C(C)C)c(=O)[nH]c2c1
    2%	-0.1	3%	-11%	-20	-2%	4%	-5	9%[57.4 µM]
#34 CC(C)c1ccc(C(=O)N2CCCC(c3cc(C(=O)Nc4ccccc4Cl)no3)C2)cc1 (stereo not drawn)
    .	.	.	2%	.	4%	.	0	4%
#35 O=C(Nc1ccccc1C(=O)O)c1ccc(NC(=O)C2CCCCC2)cc1
    4%	-0.5	-9%	1%	30	0%	9%	-16	480%[activator]
#36 Cc1cc(C)nc(SCC(=O)Nc2ccc3c(c2)OCO3)n1
    1%	-0.8	-9%	0%	14	10%	-1%	1	0%
#37 c1ccc(C[C@H]2CNCCN2CCc2cccc3ccccc23)cc1
    -12%	1.0	-1%	2%	7	-4%	-9%	2	?
#38 Cc1ccc(C(=O)N2CC(=O)Nc3ccc(F)cc3C2c2ccc(F)cc2)cc1 (stereo not drawn)
    0%	-0.6	-11%	3%	5	-4%	-1%	-3	8%
#39 Cc1cc(/C=C2\C(=N)N3N=C(c4ccco4)SC3=NC2=O)c(C)n1Cc1ccccc1
    -11%	0.9	-33%	1%	-5	-2%	8%	-2	346%[activator]
#40 COc1ccc2c([N+](=O)[O-])c(N3CCCC3)[nH]c2c1
    -17%	-1.6	-41%	-2%	4	0%	-15%	2	?
